From PubChem BioAssay
ALOX12 inhib = 12-hLO (ALOX12) enzyme inhibition. AID 1452. purified 12-hLO, xylenol orange hydroperoxide absorbance. hit rate 0.12% among 150,000. Potency, µM (highest dose often 57.1 µM), without a hit: at the top dose activity change, negative = inhibition, usual class: inhibitors; also: potency is read from the fitted curve at half-maximal effect; nearly all actives have a fitted effect of over 55% in size; many of its hits are not listed in these tables
Target sequence (P18054 whole entry, looked up): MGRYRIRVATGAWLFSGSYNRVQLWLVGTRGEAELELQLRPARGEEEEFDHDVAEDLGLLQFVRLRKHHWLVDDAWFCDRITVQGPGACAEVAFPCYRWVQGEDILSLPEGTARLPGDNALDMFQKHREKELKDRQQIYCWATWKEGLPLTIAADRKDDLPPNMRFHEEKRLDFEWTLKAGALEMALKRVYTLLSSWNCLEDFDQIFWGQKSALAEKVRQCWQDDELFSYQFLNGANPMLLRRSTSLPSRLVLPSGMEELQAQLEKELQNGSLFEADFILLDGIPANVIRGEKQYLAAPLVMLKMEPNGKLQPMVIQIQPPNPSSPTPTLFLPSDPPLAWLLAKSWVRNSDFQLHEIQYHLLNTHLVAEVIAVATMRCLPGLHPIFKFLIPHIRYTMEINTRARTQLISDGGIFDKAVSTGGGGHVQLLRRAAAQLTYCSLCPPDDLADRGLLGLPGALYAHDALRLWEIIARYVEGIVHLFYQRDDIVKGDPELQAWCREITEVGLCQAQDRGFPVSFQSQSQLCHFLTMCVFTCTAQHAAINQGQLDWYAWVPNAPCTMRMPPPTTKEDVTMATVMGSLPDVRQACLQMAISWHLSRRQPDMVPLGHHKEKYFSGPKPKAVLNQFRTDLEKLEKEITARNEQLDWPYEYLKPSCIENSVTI
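Purified human 12hLO (150 nM), preincubated 15 min with compound, then 40 uM arachidonic acid for 30 min, room temperature, Hepes pH 7.0 with 0.01% Triton X-100. Hydroperoxide detected by ferrous iron/xylenol orange; 573/405 nm absorbance ratio gives reaction progress.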
15-hLO-2 inh = 15-hLO-2 (ALOX15B) enzyme inhibition; AID 881; purified 15hLO-2, xylenol orange hydroperoxide absorbance; hit rate 0.56% among 110,000; Potency, µM (highest dose often 57.1 µM), for inactives: top-dose activity change, negative = inhibition, actives largely listed as inhibitors; O15296; also: potency is read from the fitted curve at half-maximal effect; nearly all actives have a fitted effect of over 60% in size; many of its hits are not listed in these tables
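Read-out: hydroperoxide product oxidises ferrous iron, measured as xylenol orange complex via the 573-to-405 nm absorbance ratio after 30 min. Reaction: 50 nM enzyme, 15 min compound preincubation, 45 uM arachidonic acid, 90 min RT, Hepes pH 7.5 with Triton X-100.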
PNC assembly inh = perinucleolar compartment assembly inhibition. PC3M PTB-GFP, PNC prevalence imaging, 16 h; stronger effect = lower value. activity change (PNC), negative = inhibition, % at 10 µM. hit rate 3.1% among 140,000;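 active = readout at or below -70, meaning at least 70% loss of cells showing the perinucleolar compartment, a nuclear body marking cancer cells; inconclusive = readout between -30 and a set limit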;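 also: plate controls were DMSO wells for no effect and camptothecin positive control wells for full effect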
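Read-out is percentage of cells bearing a perinucleolar compartment, from automated 20x imaging of fixed, Hoechst-stained PC3M PTB-GFP cells. Cells were seeded 4 h, then exposed 16 h to compound (23 nl of library stock) in duplicate plates.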
IMPase inh = cell-permeable inhibitors of inositol monophosphatase (IMPase); CHO-M1 cells, IP1 accumulation, HTRF TR-FRET ratio; 120,000 tested, under 10 active; P97697; AID 901; inhibition (IP1 accumulation), % at 46.1 µM; active = well fitted curve in the direction sought with a large enough effect in the signal ratio, not every such curve was filed as active; inconclusive = small, poorly fitted or top-dose-only effect, or a change in a side signal; inactive = no such curve, though single readings can be large or run the other way; the % refers to the signal ratio;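 also: cells stimulated with carbachol in lithium chloride buffer; plate controls were DMSO basal wells for no effect and reference inhibitor wells for full effect; higher means more IMPase inhibition seen as more IP1 and lower FRET ratio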
Target sequence (P97697 whole entry, looked up): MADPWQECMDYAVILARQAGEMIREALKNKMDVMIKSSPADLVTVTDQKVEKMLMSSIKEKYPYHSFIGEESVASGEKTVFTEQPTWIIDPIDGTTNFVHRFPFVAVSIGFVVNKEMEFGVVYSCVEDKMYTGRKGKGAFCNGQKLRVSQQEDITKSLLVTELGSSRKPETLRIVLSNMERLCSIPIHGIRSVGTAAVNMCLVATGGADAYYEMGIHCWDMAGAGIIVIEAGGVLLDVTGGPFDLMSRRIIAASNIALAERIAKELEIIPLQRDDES
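Carbachol-driven Gq signalling in CHO-M1 cells (2000/well) generates IP1. Compounds that block IMPase raise IP1 and so reduce the FRET signal from Eu-anti-IP1 and d2-IP1 after a 10 min room-temperature lysis.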
* hit, by the source's call; ? = inconclusive; . = not tested or not shown; & = joins results of further samples; [ ] = another dose, or the depositor's remark. Unless noted, calls follow the shape of the dose curve; as a rule, active = well fitted curve in the direction sought with a large enough effect; inconclusive = small, poorly fitted or top-dose-only effect, or another doubt; inactive = no such curve, though single readings can be large; an effect the other way counts as inactive or inconclusive. Unless noted, % is scaled to controls: 0 for no effect and ±100 for the full control effect.

Molecule	ALOX12 inhib	15-hLO-2 inh	PNC assembly inh	IMPase inh
COC(=O)c1ccc(C(NC(=O)OCc2ccccc2)/C(C)=C/[C@@H](C)C(=O)NCc2nn(-c3ccccc3)nc2C)cc1 (stereo not given in full)	-1%	11%	.	.
N/C(=N\OC(=O)c1ccc([N+](=O)[O-])cc1)c1cccnc1	2%	.	19	0
CCCCN(CC)S(=O)(=O)c1ccc(C(=O)Nc2nnc(COC)o2)cc1	-9%	30%[activator]	-8	?
COc1ccccc1CC(=O)Nc1c[nH]c(=O)[nH]c1=O	1%	.	-29	.
CCOC(=O)N1CCN(c2cc(=O)n(-c3ccc(OC)cc3)c(=O)[nH]2)CC1	4%	-4%	?	0
CCOc1ccccc1Oc1coc2cc(OC)ccc2c1=O	-14%	-1%	?	2
Cc1nc2ccsc2c(=O)n1-c1ccc(Cl)cc1	3%	.	-29	.
Cc1cccc(OCCC(=O)NCC(=O)Nc2cccc(C)c2C)c1	0%	.	?	.
CCOc1ccc(N2C(=O)CC(SC(=NC)Nc3ccc4c(c3)OCO4)C2=O)cc1 (stereo not given)	-8%	0%	?	-4
CCCC(=O)Nc1ccc(Cl)c(NC(=O)C(C)(C)C)c1	-3%	13%	18	15
COc1ccccc1Nc1nc(N)nc(CSc2ncccn2)n1	0%	-2%	27	13
COc1ccc(NC(=O)COC(=O)c2ncc(Cl)c(Cl)c2Cl)c(OC)c1	-2%	.	31	.
CCCOC(=O)c1ccc(S(N)(=O)=O)o1	0%	.	17	.
CCCCc1nc(Cl)c(C#N)c2c1CSC(C)(C)C2	-1%	.	4	4
Cc1cc(=O)oc2cc(OCC3CC(c4ccc(Cl)cc4)=NO3)ccc12 (stereo not given)	-6%	-2%	-13	0
O=C(CSc1nnc(COc2cccc3cccnc23)o1)c1ccc(F)cc1	-8%	-4%	-5	-3
COc1ccc(Cn2c(-c3ccc(OC)cc3)nc3ccccc32)cc1	-8%	.	-100*	17
CC1CCN(C(=O)Cn2cc(C#N)c3ccccc32)CC1	0%	.	-6	4
CCn1cc(C2=NC(C)(C)CO2)c2ccccc21	-4%	13%	18	4
Cc1cccc(-n2c(-c3ccoc3C)n[nH]c2=S)c1	-5%	.	20	.
Cc1ccc(SCc2ccc(C(=O)Nc3cc([N+](=O)[O-])ccc3C)cc2)cc1	-2%	-14%	-18	4
O=C(NC(Cc1ccccc1)c1ccc2c(c1)OCCCO2)c1ccccc1 (stereo not given)	2%	0%	-28	-6
CCNc1nc(NCC)n2c(SCC(=O)NCC3CCCCC3)nnc2n1	-7%	.	-14	1
Cc1ccc(NC(=O)c2oc3ccc(S(=O)(=O)N4CCC5(CC4)OCCO5)cc3c2C)cc1C	-1%	.	27	.
OCC[C@H]1C[C@H](O)[C@@H](O)[C@@]2(CCCCO2)O1	2%	.	35	.
COC(=O)C1=C(C)OC(N)=C(C#N)C1c1cc(C)sc1C (stereo not given)	-14%	5%	?	-7
Cc1ccc2[nH]c(CCN(C)C)c(CC#N)c2c1	-1%	17%	-29	-3
C=CCNc1nc2ccccc2nc1NS(=O)(=O)c1cccs1	-3%	-3%	2	-6
COc1ccccc1S(=O)(=O)Cc1ccc(C(=O)NC(C)c2ccc3c(c2)OCCO3)o1 (stereo not given)	-8%	6%	?	4
CC(C)(C)NC(=O)NC(=O)COC(=O)c1cccc(S(=O)(=O)N2CCCCC2)c1	2%	.	18	.
O=C1CCC([N+](=O)[O-])C(c2ccc(Cl)cc2Cl)N1 (stereo not given)	-4%	3%	?	-2
Fc1ccc(Cl)cc1/C=N/n1cnnc1SCc1ccccc1	-8%	-12%	4	9
Cn1cccc1CNC(=O)Nc1ccc(Cl)c(Cl)c1	-17%	-14%	-24	7
O/N=C/c1ccc(OCc2ccccc2F)c(Cl)c1	2%	.	?	.
CC1=C(/C=C/C(C)=C/C=C/C(C)=C\C(=O)O)C(C)(C)CCC1	1%&-3%	1%	.	.
CCn1c(SCC(=O)Nc2ccc3c(c2)OCO3)nnc1-c1cnccn1	3%	.	160	-1
C#CC1(O)CC(C)N(C)C(C)C1 (stereo not given)	3%	2%	-91*	0
CCn1ncc(Cl)c1C(=O)NC(=S)Nc1c(C)cc(C)cc1[N+](=O)[O-]	-7%	.	?	.
C[C@](O)(C(=O)Nc1ccc(S(=O)(=O)c2ccccc2)cc1)C(F)(F)F	-5%	5%	.	5
COc1cccc(C2CC(c3ccc(Cl)cc3)Nc3nc(N)nn32)c1 (stereo not given)	0%	.	67	2
c1cc2c(cc1Cn1cnnn1)OCO2	-6%	-11%	37	-12
N#Cc1nc(-c2ccccc2)oc1NCC1CCCO1 (stereo not given)	2%	.	10	.
COC(=O)c1cc(=O)n2c(-c3ccc(OC)cc3)csc2n1	2%	-9%	20	-5
Cc1ccc(C(C)(C)C)c(OCCCCN2CCCC2)c1	9%	.	-12	.
CC(C)NC(=O)c1cccc(C(F)(F)F)c1	-4%	8%	?	1
CCOc1ncccc1C(=O)OCC(=O)NCCc1ccc(OC)cc1	3%	5%	7	6
CS(=O)(=O)N1CCC(C(=O)Nc2ccccc2)CC1	8%	-2%	?	-2
O=C(NCCCN1CCOCC1)c1c(O)c2ccccc2[nH]c1=O	-4%	8%	6	-8
N#Cc1cc(Oc2cccnc2)c(Oc2cccnc2)cc1C#N	7%	0%	-111*	?
Cc1ccc(N(Cc2cc3ccccc3[nH]c2=O)C(=O)c2cccs2)cc1	-2%	.	4	.

Following part.
Molecule	ALOX12 inhib	15-hLO-2 inh	PNC assembly inh	IMPase inh
Cc1cc(C)n(-c2nc(-c3ccccc3)cs2)n1	3%	9%	52	7
COc1ccc(-c2cccc(C(=O)Nc3cccc(C(=O)O)c3)c2)cc1	-2%	.	-4	.
CCSc1nnc(Cc2cc(=O)[nH]c(=O)[nH]2)n1-c1cc(C)ccc1C	3%	-8%	-18	-4
CCN1C(=O)/C(=C\c2cn(CCC#N)nc2-c2ccc(F)cc2)SC1=S	1%	.	-14	5
CCCCc1c(O)nc(N2CCN(Cc3ccccc3)CC2)[nH]c1=O	-3%	3%	28	-1
CCN(CC)C(=O)CN(C#N)c1nc(C)cc(C)n1	1%	.	-3	-10
CCOc1ccc2nc(-c3ccccc3)nc(SCC(=O)Nc3ncc(C)s3)c2c1	2%	3%	47	4
Cc1cccc(NC(=O)CN2C(=O)S/C(=C\c3cc(C)n(C)c3C)C2=O)c1	0%	.	?	.
N#Cc1ccc(CSc2nnc(NC(=O)C3CCCO3)s2)cc1 (stereo not given)	-1%	8%	25	3
CCOc1cc(/C=C(/C#N)c2nc3ccccc3[nH]2)ccc1OCc1ccc(C(=O)O)o1	-19%	?	3	8
O=C(Oc1ccc(=O)n(-c2ccccc2)n1)c1cccc(Cl)c1	2%	-7%	-15	3
COC(=O)c1ccc(NC(=O)C(C)N2C(=O)c3ccccc3C2=O)cc1 (stereo not given)	-5%	-6%	?	-2
O=C(Cc1ccccc1)NNC1CC(=O)N(c2ccccc2)C1=O (stereo not given)	0%	.	-15	4
Cc1oc2c(c1C(=O)NCCO)CCCC2	6%	-2%	6	1
CC(=O)Nc1ccc(NC(=O)Cn2cnc3c(cnn3C(C)(C)C)c2=O)cc1	-4%	3%	?	-9
O=C1CCCc2c1nc(-c1ccco1)n2O	1%	5%	?	-3
C=CCNC(=O)/C(C#N)=C/c1c(N(Cc2ccccc2)Cc2ccccc2)nc2ccccn2c1=O	-7%	.	37	7
CC(C)Oc1ccc2nnnn2n1	-4%	-9%	?	6
CCn1cnc2c1c(=O)n(CC(=O)N1CCc3ccccc31)c(=O)n2Cc1ccccc1	3%	-1%	14	5
Cc1cccn2cc(CCNC(=O)c3ccco3)nc12	1%	1%	25	-9
Cc1ccc(S(=O)(=O)NNC(=O)c2sc(=S)n(C)c2C)cc1	-1%	.	?	2
Cc1ccc(C(=O)COC(=O)CNC(=O)C(c2ccccc2)c2ccccc2)cc1[N+](=O)[O-]	2%	-4%	26	5
c1ccc(Oc2ncnc3oc(-c4ccccc4)cc23)cc1	2%	-3%	29	4
COC(=O)c1ccccc1NC(=O)Cn1c(=O)n(Cc2ccccc2)c(=O)c2c(C)c(C)sc21	-1%	.	48	.
Cc1c(C(=O)N2c3ccccc3Sc3ccccc32)cccc1[N+](=O)[O-]	3%	.	?	-2
CCN1CCN(CC(=O)Nc2sc3c(c2C#N)CCC(C)C3)CC1 (stereo not given)	2%	26%	-26	34[activator]
Fc1ccccc1N1CC(c2ccccc2)C(c2cccs2)=N1 (stereo not given)	-15%	0%	-11	?
COC(=O)c1sccc1NC(=O)c1ccc(OC)cc1OC	0%	.	32	.
CCCNC(=O)Nc1ccccc1C(=O)Nc1ccc(OC)cc1	-8%	4%	7	7
CCOC(=O)CC(=O)CSc1nc(N)c(C#N)c(-c2ccc(F)cc2)c1C#N	-27%	-3%	4	-4
O=C(NC1(C(F)(F)F)N=C(c2ccccc2)NC1=O)c1ccccc1 (stereo not given)	0%	.	60	.
CCCn1c(C)nc2c(NCC3CCCN3CC)nc(C)nc21 (stereo not given)	1%	1%	.	.
COC(=O)c1cc(C(=O)Nc2nnc(C3CC3)s2)cc([N+](=O)[O-])c1	0%	.	?	.
CC1Oc2ccccc2N(Cc2ccccc2F)C1=O (stereo not given)	-5%	-1%	-10	4
Cc1nc(CC(=O)NNS(=O)(=O)c2ccc(F)c(Cl)c2)cs1	-4%	.	?	.
COc1ccc(NC(=O)Nc2ccc(OCC(=O)N3CCOCC3)cc2)cc1OC	-4%	-3%	-3	2
Cc1ccc(NC(=S)NC(=O)/C=C/c2ccc(Cl)cc2)cc1	-2%	.	18	-10
COc1ccc(Oc2ccccc2/C=C/C(=O)O)cc1	0%	1%	?	15
CC(C)COP(=O)(OCC(C)C)C(Nc1ccccc1)c1ccc(F)cc1 (stereo not given)	-8%	.	14	.
O=C(c1ccc(CNc2c(N3CCCC3)c(=O)c2=O)cc1)N1CCc2ccccc2C1	-2%	-5%	?	6
COc1ccccc1OCc1ccc(C(=O)N2CCN(C)CC2)o1	2%	.	-19	.
CC(=O)Nc1c(C(=O)N2CCCCCC2)cnn1-c1ccccc1	-2%	0%	-28	-5
COC(=O)[C@@H](NC(=O)NCc1cccs1)C(C)C	3%	11%	11	0
COc1ccc(F)cc1S(=O)(=O)N1CCCN(S(=O)(=O)c2cc(F)ccc2OC)CC1	-7%	6%	?	14
CCS(=O)(=O)CCSc1nc2c(cc1C#N)CCCC2	-6%	-4%	?	-1
Cc1ccccc1-c1nc(CS(=O)(=O)CC(=O)N2CCc3ccccc3C2)c(C)o1	3%	-8%	?	-10

Grouped by structure: the entries above containing a tert-butyl group.
Molecule	ALOX12 inhib	15-hLO-2 inh	PNC assembly inh	IMPase inh
CCCC(=O)Nc1ccc(Cl)c(NC(=O)C(C)(C)C)c1	-3%	13%	18	15
CC(C)(C)NC(=O)NC(=O)COC(=O)c1cccc(S(=O)(=O)N2CCCCC2)c1	2%	.	18	.
Cc1ccc(C(C)(C)C)c(OCCCCN2CCCC2)c1	9%	.	-12	.
CC(=O)Nc1ccc(NC(=O)Cn2cnc3c(cnn3C(C)(C)C)c2=O)cc1	-4%	3%	?	-9

A portion of the library; the hit share may differ from the screen's.
